Arr AP2 block – inhibitors of beta-arrestin/AP2 binding, primary screen, biochemical, GPCR trafficking, flow cytometry. inhibition, % at 10 µM. FITC-arrestin peptide / GST-AP2 beads; AP2 beta2 appendage carries R879A mutation. 340,000 compounds, 0.31% hits. AID 504490, 2011. beta-arrestin 1 C-terminal peptide binding to AP2 beta2-adaptin appendage (human);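 active means inhibition above a set limit, near 3 SD of compounds lacking own fluorescence, cut at about 54% in these data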;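 further: plate controls were DMSO wells for no effect and 5 µM unlabelled arrestin peptide for full effect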
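System: GST-tagged AP2 beta2-adaptin appendage (R879A) on 4 µm glutathione beads / Reagent: FITC-arrestin peptide, 50 nM / Detection: HyperCyt-sampled flow cytometry, FL1 channel, ex 488/em 535 nm / Timing: 12 min plus 1 h, RT / Buffer or medium: PBS plus Tween 20 (0.05%) and BSA (0.1%)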
DAGLB inhibitor – DAGLB lipase inhibitors, primary screen, biochemical, fluorescence, HTS | inhibition, % at 5.17 µM | 340,000 compounds, 0.059% hits | HEK293T DAGLB membrane lysate, EnzChek fluorogenic substrate | Diacylglycerol lipase-beta (Homo sapiens), Q8NCG7; in the data active means inhibition above about 34%;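 further: 0% = enzyme with vehicle and 100% = wells lacking enzyme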
Target sequence (Q8NCG7 whole entry, looked up): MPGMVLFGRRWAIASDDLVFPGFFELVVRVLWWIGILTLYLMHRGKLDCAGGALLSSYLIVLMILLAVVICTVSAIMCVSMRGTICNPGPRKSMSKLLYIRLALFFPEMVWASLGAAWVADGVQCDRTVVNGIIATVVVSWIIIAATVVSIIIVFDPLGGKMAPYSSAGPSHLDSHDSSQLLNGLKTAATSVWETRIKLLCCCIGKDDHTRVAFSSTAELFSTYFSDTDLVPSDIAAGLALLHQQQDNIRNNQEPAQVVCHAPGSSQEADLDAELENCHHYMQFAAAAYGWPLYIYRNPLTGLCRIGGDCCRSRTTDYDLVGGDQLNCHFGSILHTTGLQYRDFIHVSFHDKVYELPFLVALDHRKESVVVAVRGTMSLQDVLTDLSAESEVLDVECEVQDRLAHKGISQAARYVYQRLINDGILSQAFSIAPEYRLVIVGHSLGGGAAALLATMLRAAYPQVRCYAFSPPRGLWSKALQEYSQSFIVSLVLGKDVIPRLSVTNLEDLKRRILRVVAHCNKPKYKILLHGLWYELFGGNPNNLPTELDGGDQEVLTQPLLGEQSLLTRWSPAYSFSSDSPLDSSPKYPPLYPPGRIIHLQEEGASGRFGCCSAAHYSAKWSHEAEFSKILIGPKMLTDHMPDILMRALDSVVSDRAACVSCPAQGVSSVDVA
C-LANA FP – inhibitors of KSHV C-LANA binding to DNA, primary screen, biochemical, fluorescence polarization, FAM-LBS DNA, MBP-C-LANA, single point; Kaposi's sarcoma herpesvirus LANA C-terminal domain (residues 932-1162) DNA binding; inhibition, % at 9 µM; 340,000 compounds, 0.078% hits;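 active means highest replicate inhibition at or above 60% at 9 µM, even if other replicates fall short; inactive means all replicates below 60% inhibition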;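 further: 0% = neutral control wells and 100% = 4 µM acridine orange control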
V-ATPase pHluor – regulators of yeast V-ATPase proton pumping, primary screen, pHLuorin cytosolic pH fluorescence; S. cerevisiae; response, % at 10 µM; 350,000 compounds, 0.37% hits; AID 504577, 2011; in the data active means response mostly above about 7.3%, no sharp cut-off; inactive means mostly below about 5.4%; further: actives read high; inactives centre near 0; some compounds called inactive have numbers as strong as hits; reference of the scale not given here
NSD2 inh – NSD2 histone methyltransferase inhibitors, primary screen, biochemical, AlphaScreen, single concentration, set 2; Histone-lysine N-methyltransferase NSD2 (Homo sapiens), O96028; NSD2 peptide methylation, 120 min; inhibition, % at 12.5 µM; 310,000 compounds, 0.54% hits; AID 743445, 2014; in the data active means inhibition above about 50%
RTF Ca sens inh – cardiac RTF calcium sensitivity inhibitors, primary screen, biochemical, IANBD-TnC fluorescence, EC70 calcium | IANBD-labeled cardiac RTF, Ca2+ fluorescence | inhibition, % at 7.15 µM | 340,000 compounds, 0.12% hits;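 active means inhibition above the mean inhibition of all tested compounds plus 3 SD, cut at about 17% in these data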;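 further: assay run at fixed EC70 calcium of 1.6 mM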
DSG3 Ab inh – inhibitors of pemphigus antibody binding to DSG3, primary screen, biochemical, bead-based, flow cytometry, scFv-GFP | DSG3-coupled beads, scFv-anti-DSG3-GFP binding; hits give low values | Desmoglein-3 (Homo sapiens), P32926 | binding (percent of control), % at 10 µM | 310,000 compounds, 0.48% hits | AID 588358, 2011;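 active means binding more than 3 SD below its plate's average and above zero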;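 further: hits lower antibody fragment binding to DSG3; some compounds called inactive have numbers as strong as hits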
CAL PDZ FP-1 – CAL PDZ peptide-binding inhibitors, primary screen, biochemical, fluorescence polarization, Cer-tagged CAL PDZ, HTS; AID 504414, 2011; 330,000 compounds, 0.02% hits; purified CAL PDZ, TMR-peptide fluorescence polarization, 1 h; inhibition, % at 20 µM;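 active means highest replicate inhibition of at least 40%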;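 further: plate controls were DMSO neutral control wells for no effect and unlabeled competitor peptide control wells for full effect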
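material = purified tagged CAL PDZ domain construct (CerCALP) | compound dosing = 20 µM, one dose | times = 1 h at RT | measured by = fluorescence polarization from S- and P-plane intensities, G-factor corrected | read-out = inhibition from polarization loss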
CAL PDZ FP-2 – untagged CAL PDZ binding inhibitors, primary screen, biochemical, fluorescence polarization, HTS; purified CAL PDZ, TMR-peptide fluorescence polarization, 1 h; inhibition, % at 24.9 µM; 300,000 compounds, 0.92% hits; AID 602252, 2012;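 active means mean inhibition of at least 30% with at least half of replicates also reaching 30%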;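 further: 0% = DMSO neutral control and 100% = excess unlabeled competitor peptide PRC23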
Keap1 Nrf2 FP – Keap1-Nrf2 protein-protein interaction inhibitors, primary screen, biochemical, fluorescence polarization, single point | inhibition, % at 9.4 µM | Keap1 Kelch-Nrf2 peptide fluorescence polarization, 1536-well | 340,000 compounds, 0.15% hits | AID 504523, 2011; in the data active means inhibition above about 12%;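 further: human Keap1 Kelch domain with fluorescein labeled Nrf2 9mer peptide probe; 0% = neutral control wells and 100% = peptide positive control; higher means more block of Keap1 binding to Nrf2 peptide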
* hit, by the source's call; . = not tested or not shown.

1) O=C(CNc1cccc([N+](=O)[O-])c1)NCCCc1ccccc1
2) COc1cccc(/C=C/C(=O)OCC(=O)NC2CCCCCC2)c1
3) Cc1nnc(SCC(=O)Nc2nnc(SCc3cccc(Br)c3)s2)s1
4) N#CC(/C(=N/S(=O)(=O)c1cccs1)c1ccccc1)c1nc2ccccc2[nH]1 (configuration not stated)
5) Cc1nc(-c2ccc(S(=O)(=O)N3CCOCC3)cc2)cs1
6) COc1ccc(C(C)=O)cc1COC(=O)c1ccc2ccccc2n1
7) O=C(NCCOc1ccccc1)[C@@H]1CCCN1C(=O)c1cccs1
8) Cc1cccc(S(=O)C(c2ccccc2)c2ccccc2)c1 (configuration not stated)

assay / entry	1	2	3	4	5	6	7	8
C-LANA FP	-1.7	.	-2.2	0.0	-0.9	3.0	-1.1	-0.6
V-ATPase pHluor	3	-1	0	-3	-2	1	0	0
NSD2 inh	2	-3	-1	1	-2	0	-1	3
Arr AP2 block	-3	.	5	2	-14	-3	-11	32
DAGLB inhibitor	0	-7	5	2	-1	-2	-2	-2
DSG3 Ab inh	107	97	125	103	101	97	94	94
Keap1 Nrf2 FP	5	.	-6	-1	2	0	-4	2
CAL PDZ FP-2	38*	.	-3	.	2	-3	-2	.
RTF Ca sens inh	2	.	-17	-1	-11	-6	-4	-1
CAL PDZ FP-1	-0.3	.	-1.9	0.9	-2.6	-0.7	0.1	-0.2

9) Cn1c(=O)c2c(nc(OCc3cccnc3)n2Cc2ccccc2)n(C)c1=O
10) COc1ccccc1C(=O)O/N=C(\c1ccccc1)c1ccncc1
11) CCn1cnc2c1c(=O)n(CC(=O)O)c(=O)n2Cc1ccccc1
12) CN(CC(=O)OCC(=O)c1c(N)n(C)c(=O)n(C)c1=O)S(=O)(=O)c1ccc(Cl)cc1
13) CCCn1c(NC(=O)c2ccc(Br)cc2)nc2ccccc21
14) O=C(NNC(=S)NC1CCCCC1)c1ccccc1O
15) Cc1ccccc1OCC(=O)OCC(=O)NCC1CCCCC1
16) Cc1ccc2c(c1)N(S(=O)(=O)c1cc(-c3onc(C)c3C)ccc1C)CCO2

assay / entry	9	10	11	12	13	14	15	16
C-LANA FP	-0.2	-0.6	-1.7	0.0	-0.6	0.7	1.1	-0.5
V-ATPase pHluor	-1	3	-2	-4	0	-7	2	-6
NSD2 inh	0	-1	113*	4	-4	-6	-2	-1
Arr AP2 block	5	46	1	-1	0	5	2	6
DAGLB inhibitor	-1	-3	-1	-6	-7	6	-3	-6
DSG3 Ab inh	106	98	.	96	85*	107	107	.
Keap1 Nrf2 FP	-2	-2	0	2	5	-2	-4	-5
CAL PDZ FP-2	-4	-7	.	-2	-4	.	1	3
RTF Ca sens inh	-1	6	5	-3	-5	1	-5	1
CAL PDZ FP-1	-0.7	-0.5	-0.1	-2.7	0.4	0.0	-0.4	-2.0

17) CC(=O)C(Sc1ncnc2sc3c(c12)CCCC3)C(C)=O
18) Cc1c(N/C=C(\Cl)C(=O)C(F)(F)F)c(=O)n(-c2ccccc2)n1C
19) CCCOc1ccc(Cn2ccnc2)cc1[N+](=O)[O-]
20) Cc1cccc(NC(=O)c2ccc([N+](=O)[O-])o2)c1C
21) CCC(C)N1C(=O)N(C)C2NC(=O)NC21 (configuration not stated)
22) CC(c1ccccc1)C(NC(=O)OCC1c2ccccc2-c2ccccc21)C(=O)O (configuration not stated)
23) Cc1ccc(-n2nnnc2SCC(=O)c2cc(C)n(-c3cc(C)on3)c2C)c(C)c1
24) CC(=O)c1cccc(NC(=O)NNC(=O)c2ccc3ccccc3c2)c1

assay / entry	17	18	19	20	21	22	23	24
C-LANA FP	2.1	0.5	1.2	0.7	-2.2	0.6	0.2	-1.2
V-ATPase pHluor	-2	-1	6	0	-4	5	4	-4
NSD2 inh	47	-1	0	0	-2	.	.	-1
Arr AP2 block	-6	-10	-2	12	-8	9	9	33
DAGLB inhibitor	1	1	0	-3	0	5	-6	4
DSG3 Ab inh	104	110	112	96	108	107	104	101
Keap1 Nrf2 FP	4	0	-1	-3	-4	-10	-2	-2
CAL PDZ FP-2	.	14	-2	-3	-5	-1	-6	-12
RTF Ca sens inh	0	-11	-12	-9	-15	3	-6	-10
CAL PDZ FP-1	-0.3	0.0	-1.7	-0.3	0.1	-2.0	-1.0	-7.3

Of the compounds above, these contain a halogen.
3) Cc1nnc(SCC(=O)Nc2nnc(SCc3cccc(Br)c3)s2)s1
12) CN(CC(=O)OCC(=O)c1c(N)n(C)c(=O)n(C)c1=O)S(=O)(=O)c1ccc(Cl)cc1
13) CCCn1c(NC(=O)c2ccc(Br)cc2)nc2ccccc21
18) Cc1c(N/C=C(\Cl)C(=O)C(F)(F)F)c(=O)n(-c2ccccc2)n1C

assay / entry	3	12	13	18
C-LANA FP	-2.2	0.0	-0.6	0.5
V-ATPase pHluor	0	-4	0	-1
NSD2 inh	-1	4	-4	-1
Arr AP2 block	5	-1	0	-10
DAGLB inhibitor	5	-6	-7	1
DSG3 Ab inh	125	96	85*	110
Keap1 Nrf2 FP	-6	2	5	0
CAL PDZ FP-2	-3	-2	-4	14
RTF Ca sens inh	-17	-3	-5	-11
CAL PDZ FP-1	-1.9	-2.7	0.4	0.0

(next part)
25) Cc1cc(=O)n(CCO)c(O)c1C#N
26) CCOc1ccc(CCNC(=O)C2CCCN(c3nn4c(=O)cc(C)nc4s3)C2)cc1OCC (configuration not stated)
27) Cc1cc(F)ccc1S(=O)(=O)N1CCCOC1CNC(=O)C(=O)NCc1cccnc1 (configuration not stated)
28) O=C(Oc1ccc(-c2nnco2)cc1)N1CCOCC1
29) CN(C)S(=O)(=O)c1ccc(C(=O)NC2CCCc3ccccc32)cc1 (configuration not stated)
30) CC1CCN(S(=O)(=O)N2CCC(C(=O)NCc3ccc4c(c3)OCO4)CC2)CC1
31) CCOc1ccc(N(CC(=O)Nc2ccc(C)cc2)S(=O)(=O)c2c(C)[nH]c(=O)[nH]c2=O)cc1
32) CCOC(=O)c1c(S(=O)(=O)Nc2ccc(F)cc2C)c(C)n(C)c1C

assay / entry	25	26	27	28	29	30	31	32
C-LANA FP	9.6	-0.6	-0.2	0.1	-0.2	-1.0	-1.8	0.3
V-ATPase pHluor	-2	3	-3	3	3	4	0	0
NSD2 inh	6	-1	-2	0	-8	-4	.	4
Arr AP2 block	9	-3	-11	-9	7	12	-4	17
DAGLB inhibitor	-1	1	0	-4	-4	0	-2	-2
DSG3 Ab inh	107	98	107	100	.	111	81	.
Keap1 Nrf2 FP	1	0	-5	-3	.	1	0	-1
CAL PDZ FP-2	5	0	-7	-7	71*	.	4	-6
RTF Ca sens inh	0	6	-12	-10	-12	-4	-11	-4
CAL PDZ FP-1	.	-1.2	0.1	-3.7	-1.6	0.3	0.1	-2.8

33) O=C(Cc1c(F)cccc1Cl)Nc1ccccc1N1CCCCC1
34) Cc1ccc(NC(=O)COC(=O)CCc2c(C)nc3ncnn3c2C)cc1C
35) COc1ccccc1N1CCN(C(=O)C(C)NC(=O)c2ccco2)CC1 (configuration not stated)
36) COc1ccc(NC(=O)CSCC(=O)Nc2sccc2C#N)cc1
37) CSc1ccccc1NC(=O)CN1CCCCC1
38) COc1ccc2c(-c3ccccc3)cc(SCC(=O)N(C)C)nc2c1
39) Cc1ccc(/C(O)=C2\C(=O)C(=O)N(C)C2c2ccccc2[N+](=O)[O-])cc1 (configuration not stated)
40) CCN(CC)CCCNC(=O)C1c2ccccc2C(=O)N(C)C1c1ccc(OC)cc1 (configuration not stated)
41) COC(=O)C1CCN(S(=O)(=O)c2c[nH]c(=O)[nH]c2=O)CC1
42) CN(CC(=O)Nc1ccccc1C(F)(F)F)C(=O)CSc1nnc(N)s1
43) CC(Oc1ccc2ccc(=O)oc2c1)C(=O)c1ccccc1 (configuration not stated)

assay / entry	33	34	35	36	37	38	39	40	41	42	43
C-LANA FP	-3.1	0.0	1.4	-0.2	1.3	-4.0	0.6	0.0	.	-0.5	-0.4
V-ATPase pHluor	8	-8	1	-4	2	-2	-3	0	1	-4	-5
NSD2 inh	-6	0	-1	-1	0	-4	-1	12	5	-1	0
Arr AP2 block	-4	1	-11	5	47	-9	-20	2	.	38	2
DAGLB inhibitor	-7	-1	0	4	-2	-5	0	2	-4	-3	-1
DSG3 Ab inh	110	116	106	110	102	109	97	.	98	126	93
Keap1 Nrf2 FP	-7	3	-4	-7	-6	-2	-3	0	.	1	-2
CAL PDZ FP-2	-5	1	-1	-2	-2	-3	.	-3	.	-4	0
RTF Ca sens inh	-12	5	-2	-6	4	8	0	8	.	3	-13
CAL PDZ FP-1	-1.0	0.2	0.0	-1.2	-1.9	-2.2	-0.8	-0.1	.	0.6	-0.8

Pulled by structure from the entries so far, 2 records:
34) Cc1ccc(NC(=O)COC(=O)CCc2c(C)nc3ncnn3c2C)cc1C
42) CN(CC(=O)Nc1ccccc1C(F)(F)F)C(=O)CSc1nnc(N)s1

assay / entry	34	42
C-LANA FP	0.0	-0.5
V-ATPase pHluor	-8	-4
NSD2 inh	0	-1
Arr AP2 block	1	38
DAGLB inhibitor	-1	-3
DSG3 Ab inh	116	126
Keap1 Nrf2 FP	3	1
CAL PDZ FP-2	1	-4
RTF Ca sens inh	5	3
CAL PDZ FP-1	0.2	0.6

Not all compounds are listed; rates above refer to the full screens.
